High-throughput results: PubChem, several laboratories
Wnt bcat act: Wnt/beta-catenin pathway activation. Wnt/beta-catenin reporter cell assay, activator, plate reader. activation, % at 9.35 µM. 1.2% of 300,000 active; in the data active = activation above about 30%, passing the limit was not always enough; inconclusive = no clear call, values can overlap the other calls;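 note: 0% = neutral control wells and 100% = positive control wells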
MITF TRPM1 HTS: activators of MITF-driven TRPM1 promoter activity in SK-MEL-5 cells | SK-MEL-5 TRPM1-promoter luciferase, 24 h; % of positive control, neutral wells = 0 | 0.75% of 300,000 active | activation, % at 12.5 µM;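 active = mean activation of at least 80% with every replicate also reaching 80%; inconclusive = mean reaches 80% but some replicate falls short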;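 note: 0% = neutral control wells and 100% = parthenolide positive control wells; values of inactives mirror those of a sister screen read the other way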
CAL PDZ FP-1: inhibitors of human CAL PDZ peptide binding; Q9HD26; purified CAL PDZ, TMR-peptide fluorescence polarization, 1 h; inhibition, % at 20 µM; 0.02% of 330,000 active; AID 504414;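 active = highest replicate inhibition of at least 40%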;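 note: plate controls were DMSO neutral control wells for no effect and unlabeled competitor peptide control wells for full effect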
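Test system: purified CerCALP PDZ construct; Compound dosing: one concentration, 20 µM compound; Also added: TMR-labelled reporter peptide T*-PRC34 bound in PDZ groove; Read-out: inhibition from polarization loss; Controls: unlabelled peptide and DMSO controls; Signal: FP readout, S and P plane fluorescence; Incubation: 1 h at RT.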
Rtt109 Vps75: blocks Candida albicans Rtt109/Vps75 acetyltransferase activity. AID 540336. purified Rtt109/Vps75, ThioGlo CoA-SH fluorescence, 4 h. Q5AAJ8. 0.16% of 330,000 active. inhibition, % at 34.9 µM;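 active = inhibition of at least 50% in every replicate; inconclusive = best replicate reaches 50% inhibition but some replicates fall short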
Target sequence (Q5AAJ8 whole entry, looked up): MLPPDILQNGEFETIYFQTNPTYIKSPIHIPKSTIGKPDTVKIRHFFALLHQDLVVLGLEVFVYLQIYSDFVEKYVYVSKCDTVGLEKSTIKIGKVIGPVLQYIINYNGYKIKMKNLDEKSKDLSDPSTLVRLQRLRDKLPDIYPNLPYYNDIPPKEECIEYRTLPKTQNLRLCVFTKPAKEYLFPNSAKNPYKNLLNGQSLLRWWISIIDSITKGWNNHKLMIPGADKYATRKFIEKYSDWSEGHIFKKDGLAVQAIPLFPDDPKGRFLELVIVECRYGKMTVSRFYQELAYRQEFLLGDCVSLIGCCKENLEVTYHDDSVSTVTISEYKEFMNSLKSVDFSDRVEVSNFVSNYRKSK
V-ATPase pH: alters yeast V-ATPase proton transport | S. cerevisiae, pHLuorin cytosolic pH fluorescence | response, % at 10 µM | 0.37% of 350,000 active | AID 504577; in the data active = response mostly above about 7.3%, no sharp cut-off; inactive = mostly below about 5.4%; note: actives read high; inactives centre near 0; some compounds called inactive have numbers as strong as hits
dFosB activator: activators of mouse delta FosB homodimer; P13346; purified delta FosB, TAMRA-CDK5 oligo fluorescence polarization; percent of positive-control signal above neutral wells; activation, % at 25 µM; 0.99% of 340,000 active; AID 493131;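 active = mean activation above about 17%, with every replicate also reaching it, limit read from the data, passing the limit was not always enough; inconclusive = only one of the two conditions met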;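 note: fluorescence polarization rise as delta FosB binds a TAMRA Cdk5 AP-1 oligo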
RTF Ca sens act: cardiac RTF calcium sensitization; P19429+P45379; IANBD-labeled TnC RTF fluorescence at EC20 calcium; 0% EC20 calcium, 100% full calcium; activation, % at 7.2 µM; 0.24% of 340,000 active; AID 493008;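 active = activation above the mean over all tested compounds plus 3 SD, cut at about 30% in these data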;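 note: rise in fluorescence read as greater calcium sensitivity of cardiac thin filaments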
CDK5 inh: blocks human CDK5/p35 kinase activity; Q00535+Q15078; Recombinant CDK5/p35, ADP-Glo luminescence, 60 min; inhibition, % at 10 µM; 0.01% of 330,000 active;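 active = highest replicate inhibition of at least 50% and at least 75% of replicates reaching 50%; inconclusive = only one of the two criteria met; inactive = both criteria failed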;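 note: plate controls were DMSO neutral control for no effect and GW8510 at 10 µM for full effect; many of its hits are not listed in these tables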
Target sequence (Q00535 whole entry, looked up): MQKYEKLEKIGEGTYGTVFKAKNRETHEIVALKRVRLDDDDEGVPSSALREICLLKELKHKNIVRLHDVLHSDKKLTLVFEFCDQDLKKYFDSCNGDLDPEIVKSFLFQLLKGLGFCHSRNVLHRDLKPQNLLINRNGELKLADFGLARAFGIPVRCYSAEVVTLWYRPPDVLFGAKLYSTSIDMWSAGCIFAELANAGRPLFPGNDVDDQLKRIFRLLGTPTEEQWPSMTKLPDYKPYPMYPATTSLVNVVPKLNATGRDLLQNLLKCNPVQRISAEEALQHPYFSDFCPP
Target sequence (Q15078 whole entry, looked up): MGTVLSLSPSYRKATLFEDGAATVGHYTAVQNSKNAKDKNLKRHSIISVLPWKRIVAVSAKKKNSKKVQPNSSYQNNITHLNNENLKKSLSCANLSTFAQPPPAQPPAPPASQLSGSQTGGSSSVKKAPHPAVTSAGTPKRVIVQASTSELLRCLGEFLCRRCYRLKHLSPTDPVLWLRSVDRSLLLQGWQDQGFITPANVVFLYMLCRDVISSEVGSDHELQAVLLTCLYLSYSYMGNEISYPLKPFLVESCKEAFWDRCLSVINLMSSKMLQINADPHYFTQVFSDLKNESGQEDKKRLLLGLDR
CAL PDZ FP-2: inhibitors of human CAL PDZ peptide binding. Q9HD26. purified CAL PDZ, TMR-peptide fluorescence polarization, 1 h. inhibition, % at 24.9 µM. 0.92% of 300,000 active. AID 602252;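 active = mean inhibition of at least 30% with at least half of replicates also reaching 30%; inconclusive = no clear call, values can overlap the other calls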;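 note: 0% = DMSO neutral control and 100% = excess unlabeled competitor peptide PRC23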
Tat export inh: inhibitors of E. coli Tat protein transport; AID 488895; inhibition, % at 10 µM; 0.036% of 340,000 active; E. coli MC4100 TorA-mCherry Tat export, fluorescence;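 active = mean replicate inhibition at least 50% and at least half of replicates individually reaching 50%; inconclusive = only one of the two criteria met; inactive = neither criterion met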;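 note: exported cargo escapes ClpAP degradation while cytoplasmic cargo is degraded and loses fluorescence; 0% = median of neutral control wells and 100% = median of NaSCN control wells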
* hit, by the source's call; ? = inconclusive; nt = no result given. Rows were taken by chance; any-hit rate near 4.1%.

SMILES	Wnt bcat act	MITF TRPM1 HTS	CAL PDZ FP-1	Rtt109 Vps75	V-ATPase pH	dFosB activator	RTF Ca sens act	CDK5 inh	CAL PDZ FP-2	Tat export inh
Cc1cc2c(cc1C)C(c1ccccc1F)CC(=O)N2 (configuration not stated)	-3	1	-0.2	0	8	4	0	0.5	-4	-5
CC(=O)c1ccc(C(=O)N2CCC(n3nccc3NC(=O)C3CC3)CC2)cc1	0	13	-2.2	-15	-1	5	0	0.1	-2	-3
CCCc1c(C(=O)N/N=C/c2ccc(C)s2)nnn1-c1nonc1N	2	11	-1.9	-5	-1	14	0	2.6	-4	4
CC(C)CC(=O)Nc1cccc(C(=O)Nc2ccccc2C(=O)O)c1	nt	-5	-2.7	-6	-1	-6	-7	-16	nt	9
c1cc2c(cc1Nc1nc(-c3ccc4c(c3)OCO4)cs1)OCCO2	nt	nt	nt	0	-4	-10	3	-1.2	-3	-5
O=C(COC(=O)CCc1ccccc1)NC(c1ccccc1)c1ccccc1	-1	-1	-0.6	9	0	-3	8	0.0	-1	8
CCC1CCCCN1C(=O)c1c(-c2ccccc2)noc1C (configuration not stated)	nt	3	-0.7	2	nt	-3	2	-0.8	0	2
CC(=O)Nc1ccc(NC(=O)C(C)n2nc(C)c([N+](=O)[O-])c2C)cc1 (configuration not stated)	-1	10	-3.4	0	-2	4	0	2.8	-2	1
Cc1cccc(C(=O)NCC(=O)OCc2cc(=O)n3ccsc3n2)c1	-2	3	-0.3	-11	-7	-2	-7	-1.3	nt	-15
O=C(NCCCCc1ccccc1)C1CC(c2cc(C(F)(F)F)cc(C(F)(F)F)c2)=NO1 (configuration not stated)	-4	-7	0.7	6	3	-29	-12	-1.0	-2	9
Cn1ncc(Br)c1C(=O)NCc1cccs1	-1	4	0.0	9	5	-5	-5	2.3	5	0
COc1ccc(OC)c(NC(=O)Cn2cccc2)c1	-2	-1	-0.7	-5	2	2	-2	0.1	nt	-2
O=C(COC(=O)c1ccccc1O)Nc1ccc2ccccc2c1	-4	3	-0.3	-3	2	?	2	0.9	nt	1
O=C(NCc1ccc(Cl)cc1)C(=O)NCC1OCCN1C(=O)c1ccc(Cl)cc1 (configuration not stated)	-3	-18	35	0	-1	3	-6	0.0	-18	0
O=C(COC(=O)CN1C(=O)C2CCCCC2C1=O)NC1CCS(=O)(=O)C1 (configuration not stated)	1	-9	-1.8	-5	-3	-5	0	-1.5	-1	6
N#CCCN(Cc1cccs1)C(=O)Nc1ccccc1	0	0	-0.6	-2	4	0	0	0.6	-3	-4
COc1ccc(CNC(=O)COC(=O)c2cccn2C)cc1	1	20	0.0	5	4	4	2	0.9	-2	2
COc1cccc(NC(=O)CN(C)C(=O)c2cccc(S(=O)(=O)Nc3ccccc3OC)c2)c1	3	-4	-1.2	-2	4	-10	-7	-0.2	1	3
CCOc1ccc(N=Cc2c(O)n(-c3cccc(C)n3)c(=O)c3ccccc23)cc1	nt	19	-2.0	13	-1	-12	-4	2.3	0	9
O=C(NCc1ccccc1)c1cc[n+](Cc2ccccc2)cc1	2	5	-1.4	-16	2	2	14	-4.2	-4	28
CCOC(=O)c1c(-c2cccc([N+](=O)[O-])c2)csc1NC(=O)C1CCCCC1	nt	-5	-0.6	3	3	-6	-5	-0.7	-2	-5
CCCCCCCCCCCC(=O)NC(C(=O)OCC)C(O)c1cccc([N+](=O)[O-])c1 (configuration not stated)	-10	-11	-0.3	8	-2	-14	-3	-0.3	4	-4
Nc1[nH]n(-c2ccccc2)c(=O)c1N=Nc1ccccc1	55*	75	-0.1	2	-1	1	-3	-1.5	-2	-1
CCCCN(C)C(=O)CCC(=O)Nc1ccc2nc(N3CCN(C)CC3)cc(C)c2c1	8	15	-1.8	1	-1	-12	1	-1.2	-2	-10
CC(=O)Nc1ccc(NC(=O)CN2C(=O)COc3ccc(S(=O)(=O)N4CCCCC4)cc32)cc1	1	-1	-1.7	-2	0	-4	0	1.1	2	3
CC1CC(C)CN(CCCNC(=O)CN2C(=O)COc3ccc(S(=O)(=O)N4CCOCC4)cc32)C1 (configuration not stated)	1	-1	-2.3	-10	2	2	-5	-0.2	-3	4
O=C(C1=C[C@H](c2ccc3c(c2)OCO3)C[C@H](OCc2ccc(CO)cc2)O1)N1CCCCCCC1	-2	-1	-0.7	2	-2	-1	-5	0.7	-1	4
CCOC(=O)N1CCN(C(=O)CN(c2ccc(Oc3ccccc3)cc2)S(C)(=O)=O)CC1	-4	-3	-1.8	7	4	-5	8	-0.6	0	7
CC(C)CC(c1nnnn1CCc1ccccc1)N1CCN(C(=O)c2ccco2)CC1 (configuration not stated)	nt	0	-3.7	-5	-6	-9	2	2.0	-1	5
COCCCNC(=S)NCCNc1nc2cc(C)c(C)cc2cc1C#N	-4	2	-2.3	-13	-2	-19	7	-0.1	-1	3
O=C(O)COCC(=O)N1CCN(c2cc(C(F)(F)F)nc3ccccc23)CC1	0	5	0.1	-3	-4	7	-5	0.1	-6	-3
CCc1ccc(-c2nc(CS(=O)CC(=O)NC3CC3)c(C)o2)cc1 (configuration not stated)	5	-7	0.6	-1	-5	-2	2	0.3	nt	3
CC(=O)c1ccc(OCC(O)CN(C)CCOc2ccc(Br)cc2)cc1 (configuration not stated)	-1	nt	-2.2	-2	1	-10	-3	1.1	-5	-3
CCOc1ccc(C(=O)Nc2ccc(NC(=O)c3ccccc3)cc2)cc1Br	-1	nt	0.1	-5	4	3	1	-0.9	-6	-20
O=C(CCl)Nc1ccc(-c2ccccc2)cc1	-1	-63	-1.1	4	2	-1	6	-0.5	-9	10
CC(C)[n+]1ccn(C2=C([O-])c3ccccc3C(=O)/C2=N\S(=O)(=O)c2ccccc2)c1	2	nt	0.2	3	6	3	-9	0.7	0	-4
CC(C)N1CCc2c(sc(NC(=O)CCc3ccccc3)c2C(N)=O)C1	1	-10	-1.4	-20	-3	-6	6	0.4	nt	22
CC(C)(C)NC(=O)c1cccc(NC(=O)c2ccc(NC(=O)c3ccco3)cc2)c1	nt	-5	-0.6	?	-6	-8	-1	7.0	-9	-1
Cc1nn2c(NC(C)C)c3c(nc2c1-c1ccccc1)CCC3	-3	nt	-0.6	-23	4	2	4	-1.7	nt	-4
CC(C)(C)OC(=O)N1CCC(C(=O)NCC2CCCO2)CC1 (configuration not stated)	1	7	-0.7	16	1	-1	-5	0.0	-4	1

Quoted at random: 2 compounds from above, in no set order.
SMILES	Wnt bcat act	MITF TRPM1 HTS	CAL PDZ FP-1	Rtt109 Vps75	V-ATPase pH	dFosB activator	RTF Ca sens act	CDK5 inh	CAL PDZ FP-2	Tat export inh
CCOc1ccc(C(=O)Nc2ccc(NC(=O)c3ccccc3)cc2)cc1Br	-1	nt	0.1	-5	4	3	1	-0.9	-6	-20
CC(C)[n+]1ccn(C2=C([O-])c3ccccc3C(=O)/C2=N\S(=O)(=O)c2ccccc2)c1	2	nt	0.2	3	6	3	-9	0.7	0	-4

Continuation:
SMILES	Wnt bcat act	MITF TRPM1 HTS	CAL PDZ FP-1	Rtt109 Vps75	V-ATPase pH	dFosB activator	RTF Ca sens act	CDK5 inh	CAL PDZ FP-2	Tat export inh
COc1ccc(OCc2csc(N)n2)cc1	9	22	-1.0	1	5	4	3	0.0	-4	6
O=C(CSc1nnc2c(Cl)cc(Cl)cn12)N1CCN(c2ccc(F)cc2)CC1	-2	-1	-0.5	-1	-3	-3	2	-0.7	1	-6
Cc1ccc(N(CC(=O)NC2CCCC2)C(=O)c2ccc(C)s2)cc1	-1	-6	-1.5	-4	-2	-5	6	0.2	nt	4
CC(=O)Nc1sc2c(c1CN1CCN(c3ccc(F)cc3)CC1)CCCC2	1	-1	-2.6	3	0	-12	1	-0.4	-6	1
COc1ccc(OC)c(NC(=O)NCCCCc2ccccc2)c1	-2	1	-2.8	34	-6	-9	-2	-2.1	2	2
O=C(c1cccnc1NCc1ccccc1)N1CCOCC1	1	-1	0.3	4	5	-3	2	-2.3	2	-9
Cc1cccc(C)c1NS(=O)(=O)c1ccc(-c2cnc(C3CC3)o2)cc1	-17	-74	-3.1	26	-1	-14	4	0.7	-2	13
N#C/C(=C\c1ccc(OCCN2CCOCC2)cc1)C(=O)Nc1ccccc1	-2	6	-4.5	-5	1	-9	1	1.0	-6	-2
Fc1ccccc1CN(CCN1CCOCC1)C(=S)Nc1ccccc1Cl	-1	-2	-2.8	-4	-1	-3	-2	0.2	-7	-2
Cc1cccc(N2CCN(C(=O)c3ccc(S(=O)(=O)N(C)c4ccccc4)cc3)CC2)c1C	-6	-18	-7.8	-2	4	-8	-5	1.1	nt	9
O=c1[nH]c2ccccc2n1C1=CCNCC1	-2	4	0.5	11	-4	-1	0	3.3	-2	-8
Nc1nc2ccc(C(=O)N3CCCCC3)cc2s1	-11	-9	-3.4	-11	-5	-3	1	0.9	-2	-9
CCc1ccc(OCCCOc2ccc(C=O)cc2)cc1	1	9	-0.9	4	2	-6	5	-1.5	3	19
COc1ccc(NC(=O)C2CC(=O)OC2c2ccccc2)cc1 (configuration not stated)	1	7	-2.6	-2	1	-12	6	1.0	0	0
Cc1ccc(C2CC(c3cccs3)=NN2C(=O)CSc2nc3ccccc3o2)cc1 (configuration not stated)	nt	-8	-0.1	6	2	2	-4	-2.4	-4	20
Cc1cc(C(=O)Nc2ccc3c(c2)OCCO3)ccc1[N+](=O)[O-]	7	-5	-0.1	1	-1	1	-4	0.5	nt	7
O=C(NNS(=O)(=O)c1ccc([N+](=O)[O-])cc1)c1ccc([N+](=O)[O-])cc1	-2	-7	0.8	4	1	-2	2	1.2	0	-8
CCOc1ccccc1NC(=O)N1CCCC(c2nc(-c3ccc(C)o3)no2)C1 (configuration not stated)	6	13	-1.3	0	0	-5	-3	1.7	76*	1
COc1ccc(N2CCN(C(=O)CN3C(=O)C4CC=CCC4C3=O)CC2)cc1 (configuration not stated)	nt	5	-1.2	5	0	2	-5	-3.4	-1	-3
CC(Sc1nc2sc3c(c2c(=O)n1-c1ccccc1)CCCC3)C(=O)O (configuration not stated)	-1	-5	-1.3	2	2	-1	5	0.1	-2	2
COc1cc(OC)cc(C(=O)N[C@H](C(=O)Nc2nc3c(s2)CCCC3)C(C)C)c1	0	0	-2.4	nt	-1	-3	-5	-0.8	6	-1
Cc1csc(NC(=O)Cn2cnnn2)n1	nt	4	-0.3	2	-3	1	11	-3.6	-8	6
COC(=O)c1ccc(NC(=O)C(=O)NCC2CCCO2)cc1 (configuration not stated)	14	14	-1.8	-4	-3	5	7	-1.1	-3	-6
C[C@H]1CN([C@@H](C)CO)C(=O)c2cc(NC(=O)CCN3CCOCC3)ccc2O[C@H]1CN(C)C(=O)Nc1ccc(F)cc1	-5	10	-1.1	-2	2	-2	5	-1.3	-1	-8
O=C(CSc1ncccn1)Nc1ccc2c(c1)CCC2	22	25	-2.7	4	3	2	3	-3.1	-3	1
Cc1c(CNC(=O)c2c([N+](=O)[O-])cnn2C)cnn1C	-1	-12	-0.1	2	1	2	-15	1.0	-2	2
CCCN(S(=O)(=O)c1ccccc1F)S(=O)(=O)c1ccccc1Br	-2	11	-1.1	4	5	-4	0	1.0	nt	21
